# Assay outcomes deposited in PubChem by National Center for Advancing Translational Sciences (NCATS).
# TCR activator – activates T cell receptor signaling; primary human leukocytes, anti-CD3, IL-2 HTRF, 48 h; Potency, µM (doses to about 9.22 µM), without a hit: top-dose activation of IL-2 secretion, usual class: activators; 330,000 tested, under 10 active; AID 504894; note: % of control where 0% means no effect
#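 1) Mix primary human leukocytes, a-CD3 beads and compound. 2) Incubate 48 hr. 3) Add HTRF IL-2 reagents (a-IL-2-K, a-IL-2-d2).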
# TSHR antagonist – blocks TSH signaling through the human TSH receptor; P16473; TSHR-expressing cells, TSH-stimulated cAMP HTRF, 2 h; active compounds read low; activity change, negative = inhibition, % at 11.5 µM; 330,000 compounds, 0.2% hits;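 active = activity change below a set negative limit, meaning inhibition stronger than a set level, cut at about -70% in these data; inconclusive = activity change between two set negative limits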; note: % is set by controls: 0 for no effect and ±100 for the full control effect
# Target sequence (P16473 whole entry, looked up): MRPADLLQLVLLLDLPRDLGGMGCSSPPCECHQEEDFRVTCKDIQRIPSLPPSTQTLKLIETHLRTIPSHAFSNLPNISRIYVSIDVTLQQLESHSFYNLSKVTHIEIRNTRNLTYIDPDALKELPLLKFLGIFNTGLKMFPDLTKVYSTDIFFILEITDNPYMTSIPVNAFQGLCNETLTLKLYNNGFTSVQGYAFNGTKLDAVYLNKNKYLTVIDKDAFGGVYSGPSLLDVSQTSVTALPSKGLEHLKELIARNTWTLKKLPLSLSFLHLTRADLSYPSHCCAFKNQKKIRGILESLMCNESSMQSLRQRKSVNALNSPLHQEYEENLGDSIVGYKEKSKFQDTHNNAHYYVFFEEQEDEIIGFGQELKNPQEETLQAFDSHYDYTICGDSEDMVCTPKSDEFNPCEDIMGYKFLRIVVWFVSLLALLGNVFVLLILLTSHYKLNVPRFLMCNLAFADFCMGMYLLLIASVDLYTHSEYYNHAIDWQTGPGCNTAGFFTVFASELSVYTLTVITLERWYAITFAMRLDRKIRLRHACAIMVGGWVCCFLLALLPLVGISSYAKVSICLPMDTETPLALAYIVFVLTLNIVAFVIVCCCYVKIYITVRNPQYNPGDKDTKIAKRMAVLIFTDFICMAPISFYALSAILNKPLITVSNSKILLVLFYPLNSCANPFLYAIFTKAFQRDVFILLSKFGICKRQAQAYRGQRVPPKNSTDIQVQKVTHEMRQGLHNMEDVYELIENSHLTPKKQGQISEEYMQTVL
#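 TSHR-expressing cells, 200/well, pre-treated with compound, then stimulated with EC80 TSH (4nM final) for 2 hours at 37 deg C. cAMP measured by competitive HTRF: anti-cAMP cryptate antibody in lysis buffer plus cAMP-d2, read after 30 minutes at room temperature.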
# Tb PFK inh – T. brucei PFK enzyme inhibition | AID 485367 | T. brucei PFK, ADP-Glo luminescence | 330,000 compounds, 0.17% hits | O15648 | Potency, µM (top dose mostly 57.5 µM), for inactives: top-dose activity, negative = inhibition, actives largely listed as inhibitors;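 note: potency is the fitted concentration of half-maximal effect; 0% = uninhibited 1x PFK enzyme wells and -100% = no-enzyme wells; nearly all actives have a fitted effect of over 60% in size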
#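 Activity is normalized to no-enzyme wells (full inhibition) and 1.25 nM enzyme wells (no inhibition). Reaction: 0.5 mM F6P, 0.1 mM ATP, 45 min RT, ADP-Glo luminescence; concentration-response curves fitted and classed by quality.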
# FBPA coupling cs – coupling enzyme interference in Giardia aldolase counter-screen | 290,000 compounds, 0.67% hits | AID 2472 | coupling enzyme system counterscreen, AmpLite Red fluorescence | activity change, negative = inhibition, % at 58.2 µM, hits read low; in the data active = activity change below about -30%; note: % is set by controls: 0 for no effect and ±100 for the full control effect
#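 Final compound at 57.5 uM, incubated 10 min at RT with coupling enzyme reagent (glyceraldehyde-3-phosphate), then 20 min with substrate and AmpLite Red detection. Fluorescence read at 525/598 nm; tests interference with the coupling assay, not aldolase inhibition.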
# BCR signal inh – blocks chronic active B-cell receptor signaling | ABC-DLBCL IkBa-CBG/CBR reporter, luminescence ratio, 4 h | Potency, µM (highest dose often 46.1 µM), inactives show at the top dose ratio change, negative = lower green/red ratio, actives largely listed as inhibitors | 340,000 compounds, 0.05% hits | AID 493014; active = well fitted inhibition curve with a large enough effect in the signal ratio, with a control signal flat, not every such curve was filed as active; inconclusive = small, poorly fitted or top-dose-only effect, or effect the other way, or a change in a side signal; the % refers to the signal ratio;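 note: potency is the fitted concentration of half-maximal effect; plate controls were basal doxycycline-induced cells for no effect and cells given 10 µM MG132 for full effect; MG132 reads +100%, hits lower the ratio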
#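 Doxycycline induced both beetle luciferases in TMD8 lymphoma cells; IKK-driven degradation limits the IkappaBalpha-fused green signal, while red luminescence normalises for cell number and nonspecific effects. Compounds tested up to 46 uM, 4 hrs.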
# MLL CXXC-DNA inh – blocks binding of human MLL CXXC domain to DNA; AID 2662; MLL-CXXC / FITC-HOXA9 DNA fluorescence polarization; Q03164; 290,000 compounds, 0.037% hits; Potency, µM (highest dose often 115 µM), inactives show at the highest dose activity change, negative = inhibition, usual class: inhibitors; active = well fitted inhibition curve with a large enough effect in the polarisation, with a control signal flat, not every such curve was filed as active; inconclusive = small, poorly fitted or top-dose-only effect, or effect the other way, or a change in a side signal; inactive = no such curve, though single readings can be large or run the other way; the % refers to the polarisation; note: potency is the fitted concentration of half-maximal effect
#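 Steps: dispense CXXC domain solution (7 uM) → pin compounds or unlabeled HOX-A9 DNA control → 5 min ambient → add FLSN-HOX-A9 solution (50 nM) → spin → 30 min ambient → fluorescence polarization. Tris pH 7.5/NaCl/DTT/BSA buffer.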
# Giardia kill – kills Giardia lamblia | Giardia lamblia trophozoite viability | activity change, % at 7.66 µM, hits read low | 340,000 compounds, 0.15% hits | AID 540267; in the data active = activity change below about -80%; inconclusive = between about -30% and that limit;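 note: parasites exposed to compound for two days anaerobically before the ATP read; % is set by controls: 0 for no effect and ±100 for the full control effect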
#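 Each well holds 100 Giardia trophozoites and compound. After two days (48 hrs) at 37 deg C in anaerobic conditions, ATP is quantified by luminescence.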
# KCNH2 WT inh – KCNH2 (human, wildtype) channel inhibition; Q12809; U2OS, BacMam KCNH2, thallium flux FluxOr; active compounds read low; activity change, % at 1.84 µM; 340,000 compounds, 0.37% hits; AID 720551;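 active = maximum activity change below -70%; inconclusive = maximum activity change between -70% and -50%; inactive = maximum activity change above -50%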; note: % is set by controls: 0 for no effect and ±100 for the full control effect
#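 U2OS cells were transduced with wild-type KCNH2 virus (2.03 x 10^8 / mL) for 4 h at room temperature, then cultured overnight at 37 C. Thallium flux was read with FluxOr dye. Rate constants were normalized to DMSO controls.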
# GALK inhibitor – galactokinase (human) inhibition | Purified GALK, Kinase-Glo residual ATP luminescence | Potency, µM (doses to about 57.5 µM), inactives show at the highest dose activity change, negative = inhibition, actives largely listed as inhibitors | 270,000 compounds, 0.007% hits | AID 1868; note: potency is the fitted concentration of half-maximal effect; % is set by controls: 0 for no effect and ±100 for the full control effect
#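 GALK at 5 nM final was combined with compound, 35 uM ATP and 100 uM galactose in HEPES pH8.0 with MgCl2 and DTT. The reaction ran one hour at room temperature before luminescent ATP detection.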
# A-T KAP1 phos – candidate therapy for ataxia-telangiectasia. […] A-T fibroblasts, KAP-1 phosphorylation AlphaLISA; neocarzinostatin DNA damage 30 min before lysis. Potency, µM (series often up to 57.5 µM), for the others: top-dose activation, hits mostly activators. 320,000 compounds, 0.19% hits. AID 485349; note: potency is the fitted concentration of half-maximal effect; % of control where 0% means no effect; nearly all actives have a fitted effect of over 45% in size
#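 ATM-like activity read as KAP-1 phosphorylation via AlphaLISA donor/acceptor antibody pairs after lysis and 6 hr at 25C. Cells were ATM-null patient fibroblasts ([…], hTERT), dosed 60 min, then exposed to the DSB inducer NCS for 30 min.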
# Starred values were filed as active, the others as inactive; ? = inconclusive; nt = not tested or not shown; [ ] = remark or other dose. Unless noted, calls come from the whole dose curve; as a rule, active = well fitted curve in the direction sought with a large enough effect; inconclusive = small, poorly fitted or top-dose-only effect, or another doubt; inactive = no such curve, though single readings can be large; an effect the other way counts as inactive or inconclusive.
SMILES,TCR activator,TSHR antagonist,Tb PFK inh,FBPA coupling cs,BCR signal inh,MLL CXXC-DNA inh,Giardia kill,KCNH2 WT inh,GALK inhibitor,A-T KAP1 phos
CC(C)(C)Nc1scc(-c2ccccc2)[n+]1-c1ccccc1,1%,11,-3%,3,?,7%,11,12,1%,0%
Cc1ccc(N(CC(=O)NC2CCCCC2)C(=O)c2ccc(C)s2)cc1,-1%,0,1%,0,?,7%,20,-16,1%,2%
COCC(C)NC(=O)C(C)N1c2cccc3cccc(c23)S1(=O)=O (configuration not stated),nt,19,-5%,-4,-2%,3%,3,0,6%,-1%
CC(C)(C)n1nnnc1C(c1ccccc1)N1CCc2ccccc2C1 (configuration not stated),0%,2,1%,-10,0%,3%,-2,-3,5%,11%
CCOC(=O)n1c(SCC(N)=O)nc2ccccc21,-6%,43,-2%,-4,-2%,3%,-17,-8,0%,9%
O=C1C(Cl)=C(NCC2CCCO2)C(=O)N1c1ccccc1 (configuration not stated),2%,-4,0%,3,-13%,6%,1,-3,3%,-4%
COc1ccc(CC(=O)OCC(=O)c2ccc[nH]2)cc1,-2%,19,5%,nt,-1%,nt,-10,-284*,nt,5%
COc1cnc(-c2ccccn2)nc1Sc1ccc(C)cc1,-6%,-8,0%,-1,-8%,5%,-21,3,0%,3%
O=C(c1ccco1)N1CCN(C(=O)c2ccc(-c3ccc([N+](=O)[O-])cc3)o2)CC1,4%,nt,?,nt,-6%,nt,-7,1,nt,11%
CC(C)CC(=O)N1CCN(C(=O)c2cccc(F)c2)CC1,4%,-3,-2%,2,-4%,-8%,10,-6,-3%,-3%
Cc1ccc(F)cc1NC(=O)C1CC(=O)N(CCc2ccccc2)C1 (configuration not stated),-1%,3,-6%,0,1%,-8%,6,-10,9%,1%
COc1ccc(NC(=O)C2(S(=O)(=O)c3ccc(C)cc3)CC2)cc1,-4%,-3,-2%,-1,-7%,1%,-12,2,-2%,6%
CCSc1nnc(-c2ccncc2)o1,3%,7,1%,nt,-3%,8%,-12,-10,-2%,-4%
Cc1occc1C(=O)N/N=C/c1sc(N2CCOCC2)nc1-c1ccccc1,-10%,-18,-3%,-3,-11%,4%,-12,5,-3%,0%
CC(=O)c1ccc(N=Cc2c(O)n(-c3cc(Cl)ccc3N3CCOCC3)c(=O)c3ccccc23)cc1,1%,11,-2%,-3,-10%,23%,-19,-2,-2%,8%
NS(=O)(=O)c1ccc(CCNC(=O)Cc2ccc(S(=O)(=O)N3CCCC3)s2)cc1,0%,6,-12%,-3,?,-13%,-27,5,1%,6%
O=S(=O)(NCc1cccc(C(F)(F)F)c1)NCc1ccccc1F,0%,2,-4%,3,1%,-3%,-2,2,9%,6%
CN(C)S(=O)(=O)c1ccc(Nc2nc(C3CC3)nc3c2nnn3Cc2ccccc2Cl)cc1,-1%[46.1 µM],6,8%,0,10%,12%,7,4,0%,-3%
CCC(=O)N1CC23C=CC(CC2CC12CCCCC2)O3 (configuration not stated),-2%,2,4%,2,6%,-4%,-13,4,5%,7%
COc1ccc(N2CCN(Cc3nc4scc(-c5ccccc5)c4c(=O)[nH]3)CC2)cc1,10%[46.1 µM],-6,3%,1,-2%,4%,28,-5,2%,1%
CCc1ccc(C(=O)CN2CCSC2=N)cc1,3%[46.1 µM],6,-2%,2,?,9%,5,5,1%,-20%
COc1ccc(S(=O)(=O)N2CCCC2CNC(=O)C(=O)NC2CC2)cc1 (configuration not stated),-21%,4,-1%,nt,-3%,nt,7,5,nt,2%
CC(=O)c1sc(-c2ccccc2)cc1NS(=O)(=O)c1ccccc1,13%,10,1%,4,?,6%,-1,-2,-3%,-5%
CCc1ccccc1NC(=O)CN1CCN(CC(=O)Nc2ccc(-c3ccccc3)cc2)CC1,3%,9,0%,4,2%,7%,-4,5,1%,-5%
COc1ccc(N=Nc2ccc(N)nc2N)cc1,-2%,24,3%,-3,?,-6%,24,2,0%,5%
COc1ccccc1OCCNC(=O)CCNC(=O)c1ccccc1Cl,3%,51,5%,-3,1%,?,13,-6,-5%,-2%
COc1ccc(C2c3[nH]c4ccccc4c3CCN2C(=O)c2cc3ncccn3n2)c(F)c1 (configuration not stated),4%,5,3%,-3,?,-6%,18,-2,4%,6%
Cc1cc(S(=O)(=O)N2CCN=C2c2ccccc2)c(Cl)cc1Cl,6%[46.1 µM],-1,2%,-1,-3%,-4%,23,17,nt,4%
CCC(C)N(CCNC(=O)c1ccc2c(c1)NC(=O)c1ccccc1S2)C1CCCCC1 (configuration not stated),10%,-4,3%,1,-11%,10%,9,10,-1%,-7%
CC(CCc1ccccc1)NC(=O)Cn1cccc1C(=O)c1ccccc1 (configuration not stated),2%,-3,2%,nt,0%,2%,8,10,0%,8%
CNC(=O)CC1C(=O)N(c2ccc(OC)cc2)C(=S)N1NC(=O)c1cccc(F)c1 (configuration not stated),-1%,12,6%,5,?,-8%,3,-2,nt,-1%
N/C(=N\OS(=O)(=O)c1ccccc1)c1ccccn1,1%[46.1 µM],5,1%,2,3%,?,5,4,1%,5%
CC(C)c1nc2c(s1)CCc1onc(-c3cccc([N+](=O)[O-])c3)c1-2,3%,-8,-16%,nt,2%,nt,3,-2,nt,21%
CC(/C=C/c1ccc2c(c1)OCO2)=N/NC(=O)c1ccncc1,-7%,5,-2%,2,-6%,3%,3,0,2%,-5%
O=C1CS/C(=C\S(=O)(=O)c2ccc(Cl)cc2)N1,-4%,10,0%,9,5%,2%,-16,9,3%,-5%
CC(C)c1ccc(/C=C2\SC(=S)N(CCC(=O)NCCCn3ccnc3)C2=O)cc1,15%,12,-1%,nt,?,12%,-27,-1,2%,-18%
CCOC(=O)C1=C(CN2CCN(C(=O)c3ccco3)CC2)NC(=O)NC1c1ccccc1 (configuration not stated),6%,5,-4%,nt,1%,3%,3,-23,-3%,13%
CC(C)N(C)S(=O)(=O)c1ccc(NC(=O)C2=COCCO2)cc1,-5%,-7,0%,nt,?,nt,-20,-10,nt,-5%
CN(C)CCNc1c(N)c(=O)oc2ccccc12,1%,38,0%,6,-23%,0%,14,-7,3%,-2%
O=C(CCN1C(=O)c2ccccc2C1=O)NC(=S)Nc1ccccc1Cl,-15%,10,-2%,-1,?,11%,0,5,nt,-17%
CSc1ccccc1C(=O)Nc1cccc(N(C)S(C)(=O)=O)c1,2%,2,-2%,2,2%,-7%,-20,0,0%,-15%
O=C(CC(NS(=O)(=O)c1ccc(Cl)cc1)c1ccco1)NC1CCCC1 (configuration not stated),3%,-7,6%,1,7%,7%,28,3,0%,14%
O=C1Nc2ccccc2Oc2cc([N+](=O)[O-])ccc21,0%,-2,1%,-8,-5%,-4%,6,6,1%,13%
CC1(C)CC(NC(=O)c2ccccn2)CC(C)(C)N1O,8%,0,-5%,0,-4%,?,8,nt,9%,4%
COC(=O)c1cnc(Oc2c(Cl)cc(N)cc2Cl)cc1C(F)(F)F,1%,-2,-1%,-4,0%,-9%,-6,2,3%,-18%
Cc1ccc([N+](=O)[O-])cc1NCC(=O)NN,1%,18,-6%,-6,?,-9%,-4,6,0%,-6%
CC(NC(=O)[C@@H](C)NC(=O)[C@@H]1Cc2ccccc2CN1C(=O)OC(C)(C)C)c1ccccc1 (some centres not stated),7%,44,0%,nt,1%,-24%,15,-7,-5%,16%
O=C(COc1cccnc1[N+](=O)[O-])N1N=C(c2ccc(Cl)cc2)CC1c1ccco1 (configuration not stated),nt,1,-5%,-4,-16%,33%[activator],?,18,0%,3%
Cc1ccc(-c2cc(C(=O)NCc3cnn(C)c3)c3cc(Br)ccc3n2)cc1,-9%[46.1 µM],0,3%,-1,-5%,1%,-9,25,1%,-4%
COc1ccccc1C(=O)Nc1ccccc1C(=O)NCc1ccco1,5%,28,3%,nt,13%,6%,15,-16,0%,-10%
Cc1ccc(S(=O)(=O)/C(C#N)=C/c2c(Oc3ccc(Cl)cc3)nc3c(C)cccn3c2=O)cc1,-1%[46.1 µM],0,0%,0,-4%,9%,nt,nt,1%,0%

# Two of these compounds, set out differently:
O=C(CCN1C(=O)c2ccccc2C1=O)NC(=S)Nc1ccccc1Cl
  TCR activator: -15%
  TSHR antagonist: 10
  Tb PFK inh: -2%
  FBPA coupling cs: -1
  BCR signal inh: ?
  MLL CXXC-DNA inh: 11%
  Giardia kill: 0
  KCNH2 WT inh: 5
  GALK inhibitor: nt
  A-T KAP1 phos: -17%

CSc1ccccc1C(=O)Nc1cccc(N(C)S(C)(=O)=O)c1
  TCR activator: 2%
  TSHR antagonist: 2
  Tb PFK inh: -2%
  FBPA coupling cs: 2
  BCR signal inh: 2%
  MLL CXXC-DNA inh: -7%
  Giardia kill: -20
  KCNH2 WT inh: 0
  GALK inhibitor: 0%
  A-T KAP1 phos: -15%
